Compound activity deposited in PubChem by Johns Hopkins Ion Channel Center.
Kir21 block: inhibitors of mouse Kir2.1 inward-rectifier potassium channel; 310,000 tested, 0.85% active; B-score at 10 µM; HEK293-Kir2.1, FluxOR thallium flux fluorescence; hits give low values; P35561;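 active means fluorescence ratio B-score at or below minus 3 SD of library scores, with starting-brightness B-score within 2 SD, cut at about -4.2 in these data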;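 further: channel flux triggered by added potassium and thallium sulfate stimulus; B-score of peak minus minimum fluorescence over baseline after thallium stimulus; more negative B-score means stronger Kir2.1 block with less thallium influx; some compounds called inactive have numbers as strong as hits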
Target sequence (P35561 whole entry, looked up): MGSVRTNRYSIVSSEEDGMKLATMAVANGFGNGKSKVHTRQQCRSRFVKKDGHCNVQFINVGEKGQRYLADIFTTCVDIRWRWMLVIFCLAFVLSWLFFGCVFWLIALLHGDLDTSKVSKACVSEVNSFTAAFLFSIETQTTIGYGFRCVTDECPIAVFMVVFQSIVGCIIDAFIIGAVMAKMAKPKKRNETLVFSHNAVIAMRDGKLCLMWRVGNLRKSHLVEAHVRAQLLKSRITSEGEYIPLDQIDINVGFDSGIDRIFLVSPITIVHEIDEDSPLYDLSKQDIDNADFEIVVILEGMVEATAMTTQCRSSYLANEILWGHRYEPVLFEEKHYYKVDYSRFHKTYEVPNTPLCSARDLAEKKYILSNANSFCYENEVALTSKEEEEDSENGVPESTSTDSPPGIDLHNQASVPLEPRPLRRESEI
CHT block: inhibits the human high affinity choline transporter. Q9GZV3. CHT-expressing cells, membrane potential dye, choline response; hits give low values. B-score at 10 µM. 310,000 tested, 0.86% active;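 active means B-score over 3 SD under the library average, and starting fluorescence ratio not unusually high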;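 further: choline stimulus applied at its EC90 after an EC20 pre-addition; B-score computed on integrated fluorescence ratio after choline addition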
Target sequence (Q9GZV3 whole entry, looked up): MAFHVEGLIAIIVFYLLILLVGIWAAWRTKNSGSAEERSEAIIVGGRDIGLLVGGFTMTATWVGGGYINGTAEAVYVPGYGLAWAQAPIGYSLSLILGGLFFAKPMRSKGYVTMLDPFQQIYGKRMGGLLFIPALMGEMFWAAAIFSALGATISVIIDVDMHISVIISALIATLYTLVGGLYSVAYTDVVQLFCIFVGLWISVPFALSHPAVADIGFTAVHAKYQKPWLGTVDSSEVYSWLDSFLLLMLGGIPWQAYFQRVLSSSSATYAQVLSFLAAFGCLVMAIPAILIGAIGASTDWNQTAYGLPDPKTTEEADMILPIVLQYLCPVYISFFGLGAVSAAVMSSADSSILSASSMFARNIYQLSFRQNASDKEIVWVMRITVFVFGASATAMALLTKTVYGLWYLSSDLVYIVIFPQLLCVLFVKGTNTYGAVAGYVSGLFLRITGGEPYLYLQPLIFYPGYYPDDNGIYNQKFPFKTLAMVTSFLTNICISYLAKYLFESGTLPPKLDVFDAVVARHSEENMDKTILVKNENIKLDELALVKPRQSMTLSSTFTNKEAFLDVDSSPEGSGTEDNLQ
Starred values were filed as active, the others as inactive.

Screening COc1ccc(-c2noc(CCC(=O)NCCCN3CCN(c4ccc(F)cc4)CC3)n2)cc1 returned Kir21 block 0.9 and CHT block inactive.
`COC(=O)CSc1nc2c(c(-c3ccc(C)o3)c1C#N)CCCC2` gave Kir21 block 0.01 and CHT block inactive.
COc1cc(CN2CCC(C(=O)N3CCCC(C)C3)CC2)cc(OC)c1O (stereo not given) was read as Kir21 block -0.1 and CHT block inactive.
`COc1ccc(-c2ncc(CN3CCC(CO)(Cc4cccc(OC)c4)CC3)cn2)cc1` gave Kir21 block 0.15 and CHT block inactive.
For Cc1nc(CC(C)C)cc(C(=O)N2CCCC(CNS(=O)(=O)c3cccs3)C2)n1 (stereo not given) the results were Kir21 block 1.9 and CHT block inactive.
COc1ccc(CNC(=O)CN(Cc2ccccc2Cl)C(=O)c2csnn2)cc1 was read as Kir21 block 0.09 and CHT block inactive.
Screening O=C(C[n+]1ccccc1)c1ccc(Cl)cc1 returned Kir21 block 0.56 and CHT block inactive.
Screening COc1ccc(CCNC(=O)c2ccc3ccccc3n2)cc1OC returned Kir21 block 0.5 and CHT block inactive.
For CC(=O)N1CCN(S(=O)(=O)c2ccccc2)C1c1ccccc1 (stereo not given) the results were Kir21 block -1.6 and CHT block inactive.
Screening COc1cc2c(cc1OC)CC(=O)NC=C2 returned Kir21 block -0.36 and CHT block inactive.
`Cc1nc(NS(=O)(=O)c2ccccc2)sc1NC(=O)Nc1ccccc1` gave Kir21 block 0.39 and CHT block inactive.
Screening O=C(Nc1ccccc1N1CCCC1)c1ccc(F)c(S(=O)(=O)N2CCOCC2)c1 returned Kir21 block -1.5 and CHT block inactive.
Screening COc1ccccc1N1CCN(/N=C/c2cc(OC)c(O)c(OC)c2)CC1 returned Kir21 block -0.5 and CHT block inactive.
CCN(CC)S(=O)(=O)c1ccc2c(c1)c(=O)c(C(=O)NCc1ccc3c(c1)OCO3)cn2C was read as Kir21 block 0.33 and CHT block inactive.
For O=C(CNC(=O)c1ccc(Br)o1)Nc1ccncc1 the results were Kir21 block -0.45 and CHT block inactive.
For COc1ccc(N(C(=O)COc2ccc(C)cc2)S(=O)(=O)c2ccc(C)cc2)cc1 the results were Kir21 block 0.17 and CHT block inactive.
CCN(CC)S(=O)(=O)c1ccc(NC(=O)CN(c2cccc(C)c2)S(C)(=O)=O)cc1 was read as Kir21 block -1.2 and CHT block inactive.
Screening Cc1nn(CC(=O)NCCCN2CCN(Cc3ccccc3)CC2)c(=O)c2cc(-c3ccccc3)nn12 returned Kir21 block 0.94 and CHT block inactive.
Screening Cc1nc(SCc2ccc(C(=O)O)cc2)nc2c1CCCC2 returned Kir21 block 1.5 and CHT block inactive.
Screening Cc1cc(C)c2c(N)c(C(=O)NN)sc2n1 returned Kir21 block -0.06 and CHT block inactive.
`COc1ccc2oc(C(=O)OCC(=O)N3CC(C)CC(C)C3)c(C)c2c1` (stereo not given) gave Kir21 block 0.3 and CHT block inactive.
COCCCNCCOCCOc1ccc(Cl)cc1C(C)(C)C was read as Kir21 block -6.2* and CHT block inactive.
`COc1cc(OC)cc(C(=O)n2cnnc2N)c1` gave Kir21 block -0.04 and CHT block inactive.
CCc1ccccc1N(C)C(=O)CCc1nc(-c2ccc(C)cc2)no1 was read as Kir21 block -1.7 and CHT block inactive.
For Cc1ccc(NC(=O)COC(=O)CSCC(=O)Nc2cc(C)on2)c(C)c1 the results were Kir21 block -0.09 and CHT block inactive.
For COc1ccccc1NC(=O)CSc1nnc(CNC(=O)COc2ccc(Cl)cc2)o1 the results were Kir21 block 0.07 and CHT block inactive.
For O=C(NC(Cc1c[nH]c2ccccc12)C(=O)N/N=C/c1cccc2ccccc12)c1cccs1 (stereo not given) the results were Kir21 block -0.07 and CHT block inactive.
`CC(C)(C)c1cc(NC(=O)CCSc2nnc3ccccn23)cc(C(C)(C)C)c1` gave Kir21 block 0.06 and CHT block inactive.
For CC(Sc1nc2ccccc2s1)C(=O)N(C)Cc1ccccc1 (stereo not given) the results were Kir21 block -4.2* and CHT block inactive.
CCC(C)n1c(=N)c(C#N)cc2c(=O)n3cccc(C)c3nc21 (stereo not given) was read as Kir21 block 0.2 and CHT block inactive.
COc1ccc2oc(C(=O)Nc3nccs3)c(C)c2c1 was read as Kir21 block -0.78 and CHT block inactive.
For CC(=O)Oc1ccc(/C=C2\N=C(C3CCCCC3)OC2=O)cc1 the results were Kir21 block 0.45 and CHT block inactive.
For COc1cccc(C(=O)NC(=S)Nc2ccc(Cl)c(C(=O)O)c2)c1 the results were Kir21 block -2.4 and CHT block inactive.
For Cc1ccc(C)c(-c2csc(Nc3ncccn3)n2)c1 the results were Kir21 block 0.5 and CHT block inactive.
Screening COc1ccc(CN2CCCC(C(=O)N3CCc4ccccc4C3)C2)cc1OC (stereo not given) returned Kir21 block -3.5 and CHT block inactive.
Screening CCOC(=O)N1CCN(c2nc3c(c(=O)[nH]c(=O)n3C)n2Cc2ccccc2Cl)CC1 returned Kir21 block 0.62.
O=C(Nc1ccccc1C(=O)O)c1ccc(CN2C(=O)c3ccccc3C2=O)cc1 was read as Kir21 block 1.2 and CHT block inactive.
Cc1ccc2c(C)c(C(=O)Nc3ccc(S(N)(=O)=O)cc3)oc2c1C was read as Kir21 block -2.5 and CHT block inactive.
`O=C(/C=C/c1ccco1)NC(=S)Nc1ccc(O)c(-c2nc3ccccc3s2)c1` gave Kir21 block 1.1 and CHT block inactive.
`O=C1CC(c2ccccc2)CC(O)=C1C=NC1CCCCC1` (stereo not given) gave Kir21 block 0.89 and CHT block inactive.
Screening Cc1nnsc1S(=O)(=O)Cc1ccccc1Cl returned Kir21 block 0.08 and CHT block inactive.
For Cc1nn(-c2ccccc2)c(N2CCCC2)c1/C=N/NC(=S)Nc1cc(C(F)(F)F)ccc1Cl the results were Kir21 block 1.6 and CHT block inactive.
Screening Cc1cc(C)c2[nH]c(=O)c(C(c3nnnn3C(C)(C)C)N(Cc3ccco3)CC3CCCO3)cc2c1 (stereo not given) returned Kir21 block -0.53 and CHT block inactive.
Screening Cc1cc(OCCCC(=O)NCCc2ccccn2)ccc1Cl returned Kir21 block -0.86 and CHT block inactive.
For O=C(NC1CCCCC1)C(c1ccc(F)cc1)N(CCCN1CCOCC1)C(=O)c1ccc(CN2CCOCC2)o1 (stereo not given) the results were Kir21 block 0.13 and CHT block inactive.
`CCCCCCNCC1OCc2ccccc2CO1` gave Kir21 block -0.94 and CHT block inactive.
`COc1cc2c(cc1OC)CN(C(=O)C1CCCN1S(=O)(=O)c1ccc(F)cc1)CC2` (stereo not given) gave Kir21 block -3.5 and CHT block inactive.
For CCc1ccc(NC(=O)CNCc2ccc(OC)c(OC)c2)cc1 the results were Kir21 block -0.96 and CHT block inactive.
`Cc1cnc(NC(=O)c2ccc(-c3nc4ccccc4s3)o2)s1` gave Kir21 block -0.72 and CHT block inactive.
O=C(c1ccc(CSc2ccccc2)cc1)N1CCN(c2ccccc2)CC1 was read as Kir21 block 0.82 and CHT block inactive.
For CCc1[nH]c(=S)c(C#N)c(-c2ccccc2)c1C(=O)OC the results were Kir21 block 0.55 and CHT block inactive.
Screening O=C(CCc1nc2ccccc2[nH]1)Nc1ccc(F)cc1 returned Kir21 block -1.7 and CHT block inactive.
`O=C(O)Cc1csc(NC(=O)CSc2cccc(C(=O)O)n2)n1` gave Kir21 block 1.1 and CHT block inactive.
Screening OCC1(CCOc2ccccc2)CCN(Cc2cc(Cl)ccc2O)CC1 returned Kir21 block -4.6* and CHT block inactive.
Screening CCn1nnnc1NCc1c(OC)ccc2ccccc12 returned Kir21 block 1.7 and CHT block inactive.
COc1ccc(C2=NN(C(=O)CN3CCCCC3)C(c3ccc(OC)cc3)C2)cc1 (stereo not given) was read as Kir21 block -1 and CHT block inactive.
For O=C(CNS(=O)(=O)c1ccccc1)N/N=C/c1ccccc1[N+](=O)[O-] the results were Kir21 block -0.18 and CHT block inactive.
Screening COc1ccc(CNC(=O)CSc2nc3c(oc4ccccc43)c(=O)n2CC2CCCO2)cc1 (stereo not given) returned Kir21 block 0 and CHT block inactive.
`Cc1cc(N2C(=O)c3ccc(C(=O)Nc4ccc(CC(=O)O)cc4)cc3C2=O)no1` gave Kir21 block 0.2 and CHT block inactive.
For CN(CCO)C(=O)c1c(NC(=O)c2ccccc2)sc2c1CCCC2 the results were Kir21 block 0.01 and CHT block inactive.

Sorted by molar mass (smallest number first): part of the list above.
For CCc1[nH]c(=S)c(C#N)c(-c2ccccc2)c1C(=O)OC the results were Kir21 block 0.55 and CHT block inactive.
Screening Cc1cc(C)c2[nH]c(=O)c(C(c3nnnn3C(C)(C)C)N(Cc3ccco3)CC3CCCO3)cc2c1 (stereo not given) returned Kir21 block -0.53 and CHT block inactive.
For O=C(NC1CCCCC1)C(c1ccc(F)cc1)N(CCCN1CCOCC1)C(=O)c1ccc(CN2CCOCC2)o1 (stereo not given) the results were Kir21 block 0.13 and CHT block inactive.

Next section
For N#CCCN(C(=O)COC(=O)CCc1c[nH]c2ccccc12)c1ccc(F)cc1 the results were Kir21 block -0.01 and CHT block inactive.
For Cc1cccc(N2CCCn3c2nc2c3c(=O)[nH]c(=O)n2C)c1 the results were Kir21 block -0.02 and CHT block inactive.
`CS(=O)(=O)N1CCCC(C(=O)Nc2ccccc2)C1` (stereo not given) gave Kir21 block 1.6 and CHT block inactive.
Screening Oc1ccc(N2CCN(c3ccnc4cc(Cl)ccc34)CC2)cc1 returned Kir21 block -0.89 and CHT block inactive.
COCCCNC(=O)c1nc2c(nnn2Cc2cc(C)ccc2C)c(=O)[nH]1 was read as Kir21 block 2.2 and CHT block inactive.
Screening CCCCC1=CC2=CC(=O)C(C)(OC(=O)c3cccs3)C(=O)C2=CO1 (stereo not given) returned Kir21 block -0.37 and CHT block inactive.
For Cc1nnc(SCC(=O)NC2CCCC2)s1 the results were Kir21 block 0.2 and CHT block inactive.
CCN(CC(=O)Nc1c(F)cccc1F)C(=O)CCc1nc2sc3c(c2c(=O)[nH]1)CCCC3 was read as Kir21 block 0.53 and CHT block inactive.
Screening CC(=O)c1cccc(NC(=O)CC2S/C(=N/N=C/c3cccs3)NC2=O)c1 (stereo not given) returned Kir21 block 1.2 and CHT block inactive.
`COc1ccccc1CC(=O)Nc1ccc([N+](=O)[O-])cc1OC` gave Kir21 block 0.64 and CHT block inactive.
`CC(=O)Nc1ccc2c(c1)ncn2C1CCCCC1` gave Kir21 block 0.63 and CHT block inactive.
For COc1ccccc1NC(=O)c1cc(N2C(=O)C3C4CCC(C4)C3C2=O)ccc1Cl (stereo not given) the results were Kir21 block 0.66 and CHT block inactive.
CSc1ncccc1C(=O)OCc1ccc(C#N)cc1 was read as Kir21 block -0.15 and CHT block inactive.
CCOC(=O)C1(Cc2cccc(OC)c2)CCCN(C(=O)c2cc(C)on2)C1 (stereo not given) was read as Kir21 block 0.28 and CHT block inactive.
For CN1N=C(C(C)(C)C)CSC1=Nc1ccccc1 the results were Kir21 block -0.18 and CHT block inactive.
For CN1C(=O)C2(C(C#N)=C(N)N(c3cc(Cl)cc(Cl)c3)C3=C2C(=O)CCC3)c2ccccc21 (stereo not given) the results were Kir21 block -0.04 and CHT block inactive.
`Cc1ccc(NC(=O)Cn2cnc3c(cnn3C(C)(C)C)c2=O)cc1` gave Kir21 block 1.1 and CHT block inactive.
For CC(=O)Oc1c(Br)cc(N(C(C)=O)S(=O)(=O)c2ccccc2)c2ccccc12 the results were Kir21 block -1.9 and CHT block inactive.
Cc1nn(-c2ccccc2)c(Cl)c1/C=N/NC(=O)OC(C)(C)C was read as Kir21 block -0.67 and CHT block inactive.
For Clc1ccc(SCc2cn3ccsc3n2)cc1 the results were Kir21 block -1 and CHT block inactive.
For Cc1ccc2nc(Cl)nc(-c3ccccc3)c2c1 the results were Kir21 block 0.15 and CHT block inactive.
Screening COc1ccc(/C=C2\SC(=O)N(CCNC(=O)Cc3coc4cc(C)ccc34)C2=O)cc1OC returned Kir21 block -0.43 and CHT block inactive.
Screening O=C1NC2(CCCCC2)C(=O)N1c1ccc(Cl)cc1 returned Kir21 block -1.7 and CHT block inactive.
Screening CCN(CC)c1cc(C)c2ccccc2n1 returned Kir21 block 0.94 and CHT block inactive.
COCCCN1C(=O)c2ccc(C(=O)Nc3ccc(OC)cc3)cc2C1=O was read as Kir21 block -0.01 and CHT block inactive.

In the list so far, 11 have an aryl thioether with sulfur outside any ring.
`COC(=O)CSc1nc2c(c(-c3ccc(C)o3)c1C#N)CCCC2` gave Kir21 block 0.01 and CHT block inactive.
Screening Cc1nc(SCc2ccc(C(=O)O)cc2)nc2c1CCCC2 returned Kir21 block 1.5 and CHT block inactive.
For COc1ccccc1NC(=O)CSc1nnc(CNC(=O)COc2ccc(Cl)cc2)o1 the results were Kir21 block 0.07 and CHT block inactive.
`CC(C)(C)c1cc(NC(=O)CCSc2nnc3ccccn23)cc(C(C)(C)C)c1` gave Kir21 block 0.06 and CHT block inactive.
For CC(Sc1nc2ccccc2s1)C(=O)N(C)Cc1ccccc1 (stereo not given) the results were Kir21 block -4.2* and CHT block inactive.
O=C(c1ccc(CSc2ccccc2)cc1)N1CCN(c2ccccc2)CC1 was read as Kir21 block 0.82 and CHT block inactive.
`O=C(O)Cc1csc(NC(=O)CSc2cccc(C(=O)O)n2)n1` gave Kir21 block 1.1 and CHT block inactive.
Screening COc1ccc(CNC(=O)CSc2nc3c(oc4ccccc43)c(=O)n2CC2CCCO2)cc1 (stereo not given) returned Kir21 block 0 and CHT block inactive.
For Cc1nnc(SCC(=O)NC2CCCC2)s1 the results were Kir21 block 0.2 and CHT block inactive.
CSc1ncccc1C(=O)OCc1ccc(C#N)cc1 was read as Kir21 block -0.15 and CHT block inactive.
For Clc1ccc(SCc2cn3ccsc3n2)cc1 the results were Kir21 block -1 and CHT block inactive.
